EPAC2 ag = activates human EPAC2 exchange factor; EPAC2 activation, biochemical qHTS; response scale: 100% = 6.5 mM cAMP response; Potency, µM (titrated, usually from 154 µM), inactives show at the highest dose activation, hits mostly activators; 0.079% of 360,000 active; also: potency is read from the fitted curve at half-maximal effect; nearly all actives have a fitted effect of over 50% in size
Target sequence (Q8WZA2 whole entry, looked up): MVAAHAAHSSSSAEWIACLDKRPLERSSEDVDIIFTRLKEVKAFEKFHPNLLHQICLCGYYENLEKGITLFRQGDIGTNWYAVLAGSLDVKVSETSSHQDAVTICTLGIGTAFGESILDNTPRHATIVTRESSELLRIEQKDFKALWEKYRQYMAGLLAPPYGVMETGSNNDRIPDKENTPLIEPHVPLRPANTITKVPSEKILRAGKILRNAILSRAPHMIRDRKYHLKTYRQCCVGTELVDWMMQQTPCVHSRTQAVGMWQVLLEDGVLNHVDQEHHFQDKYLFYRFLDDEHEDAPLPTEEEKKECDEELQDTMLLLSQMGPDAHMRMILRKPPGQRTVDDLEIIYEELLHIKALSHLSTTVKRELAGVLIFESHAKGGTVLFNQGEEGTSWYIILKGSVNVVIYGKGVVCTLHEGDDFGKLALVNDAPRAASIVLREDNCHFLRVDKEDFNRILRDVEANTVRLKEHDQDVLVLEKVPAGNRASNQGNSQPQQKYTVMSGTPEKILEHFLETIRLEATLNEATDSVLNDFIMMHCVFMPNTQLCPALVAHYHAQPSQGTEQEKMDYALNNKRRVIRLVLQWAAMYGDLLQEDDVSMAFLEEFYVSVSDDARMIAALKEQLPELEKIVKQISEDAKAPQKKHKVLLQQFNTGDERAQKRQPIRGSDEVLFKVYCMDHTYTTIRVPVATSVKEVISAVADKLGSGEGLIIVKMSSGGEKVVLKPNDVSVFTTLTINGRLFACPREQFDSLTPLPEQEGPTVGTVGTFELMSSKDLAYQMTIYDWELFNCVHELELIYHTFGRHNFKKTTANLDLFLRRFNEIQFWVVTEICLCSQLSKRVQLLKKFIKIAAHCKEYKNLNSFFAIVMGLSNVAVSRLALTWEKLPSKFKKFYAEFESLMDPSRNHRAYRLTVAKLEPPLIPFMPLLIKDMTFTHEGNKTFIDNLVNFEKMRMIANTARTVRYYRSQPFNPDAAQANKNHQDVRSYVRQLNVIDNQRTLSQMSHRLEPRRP
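Compounds were titrated in qHTS against a Rap1B-BODIPY-GDP (250 nM) complex with EPAC2 (100 nM) and GDP (50 uM). BODIPY-GDP release tracked at 480/540 nm over 30 min at room temperature, normalized to 6.5 mM cAMP.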
A549 tox = kills or reduces viability of A549 cells in Nrf2 counter-screen; A549 ARE-Fluc cells, CellTiter-Fluor viability, 18-24 h; Potency, µM (highest dose often 46 µM), inactives show at the top dose activity change, negative = cytotoxicity, actives largely listed as inhibitors; 0.16% of 390,000 active; also: potency is read from the fitted curve at half-maximal effect; % is scaled to controls: 0 for no effect and ±100 for the full control effect
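A549 ARE-Fluc cells in 5% FBS OPTI-MEM, 5000 cells/well, rested 2 h then exposed to compounds in concentration-response for 18-24 h at 37 °C. Viability by CellTiter-Fluor fluorescence (Ex 405/Em 525) after 30 min; luciferase luminescence (BugLite, 15 min, RT) read afterwards.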
EPAC2 antagonist = EPAC2 (human) antagonism; AID 720708; Potency, µM (highest dose often 114 µM), inactives show at the highest dose activity, negative = inhibition, hits mostly inhibitors; EPAC2 GEF exchange of Rap1B-BODIPY-GDP, fluorescence; 0.18% of 360,000 active; also: potency is read from the fitted curve at half-maximal effect; % is scaled to controls: 0 for no effect and ±100 for the full control effect; nearly all actives have a fitted effect of over 45% in size; many of its hits are not listed in these tables
pAkt inh = blocks phosphorylation of Akt; Neuro2A IGF-stimulated pAkt S473 HTRF, 20 min; stronger effect = lower value; activity change, % for hits at 50 µM; 0.32% of 360,000 active; in the data active = activity change below about -80%; inconclusive = mostly about -51% to -80%; also: % is scaled to controls: 0 for no effect and ±100 for the full control effect
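Single-point screen (50 µM final compound) in Neuro2A cells stimulated 20 min with 6 nM IGF at 37 deg C. After lysis, Ser473-phosphorylated Akt read by HTRF (ex 330 nm, em 615/665 nm) as the 665/615 ratio.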
TGFb SMAD3 inh = TGF-b pathway inhibition | HepG2 CAGA-GFP TGF-b/SMAD3 reporter, GFP fluorescence, 18 h; TGF-beta stimulated, 500 pg/mL final | Potency, µM (highest dose often 46.1 µM), for the others: at the top dose activity, negative = inhibition, usual class: inhibitors | 1.2% of 410,000 active | AID 588855; also: potency is read from the fitted curve at half-maximal effect; % is scaled to controls: 0 for no effect and ±100 for the full control effect; nearly all actives have a fitted effect of over 65% in size
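Inhibition was scored as loss of TGF-beta-induced (500 pg/mL final, 18 hours, 37 degrees C) GFP in HEPG2 cells carrying a CAGA-GFP reporter, in DMEM with 1% FBS. Well GFP was summed per cell; Activity was normalised to unstimulated and stimulated DMSO wells, then concentration-response fitting.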
Nrf2 activator = Nrf2 pathway activation. AREc32 ARE-luciferase reporter (MCF7-derived line), luminescence, 24 h. Potency, µM (top dose mostly 46.1 µM), for the others: at the highest dose activation, most hits filed as activators. 0.31% of 410,000 active; also: potency is read from the fitted curve at half-maximal effect; % of control where 0% means no effect; nearly all actives have a fitted effect of over 65% in size
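Luciferase luminescence (Steady-Glo, 30 min at room temperature) served as the read-out of ARE activation in AREc32 cells treated with compounds for 24 hr at 37 deg C.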
MmCpn inh = blocks the Methanococcus maripaludis chaperonin Mm-Cpn; 0.031% of 330,000 active; AID 504842; Potency, µM (highest dose often 76.9 µM), without a hit: at the highest dose activity, negative = inhibition, actives largely listed as inhibitors; purified Mm-Cpn ATPase, ADP Transcreener TR-FRET; also: potency is read from the fitted curve at half-maximal effect; % is scaled to controls: 0 for no effect and ±100 for the full control effect; nearly all actives have a fitted effect of over 80% in size
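Quantitative HTS used 25 nM Mm-CPN and 10 uM ATP in magnesium/KCl Tris buffer, pH 7.4, with 1 mM DTT. Hydrolysis ran 30 min at 37°C; ADP was read by HTRF.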
Nrf2 inh = inhibitors of Nrf2 signaling; A549 ARE-Fluc reporter, luciferase luminescence, 18-24 h; 2.1% of 360,000 active; Potency, µM (highest dose often 46 µM), for inactives: top-dose activity change, negative = inhibition, actives largely listed as inhibitors; also: potency is read from the fitted curve at half-maximal effect; % is scaled to controls: 0 for no effect and ±100 for the full control effect; nearly all actives have a fitted effect of over 60% in size
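Nrf2 function is reported as luminescence of an ARE-controlled luciferase in A549 cells. Compounds were tested at several concentrations, and a CellTiter-Fluor read on the same wells flagged cytotoxicity.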
CCT chaperon mod = changes cytosolic chaperonin activity; 0.3% of 360,000 active; purified chaperonin ATPase assay, HTRF ADP detection, 30 min; activity change, % (concentration not given with the values), hits read low; in the data active = activity change below about -30%; also: % is scaled to controls: 0 for no effect and ±100 for the full control effect
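First, chaperonin was dispensed at 40 nM or 20 nM final depending on batch activity. Next, compounds were pinned at 76 uM and ATP added at 10 uM. After 30 min at 37 °C, ADP detection reagents ran 30 min at ambient temperature.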
* marks the source's active call; other numbers are inactive results; i = inactive; ? = inconclusive; . = no result given; [ ] = dose if it differs, or a comment. Unless noted, calls follow the shape of the dose curve; as a rule, active = well fitted curve in the direction sought with a large enough effect; inconclusive = small, poorly fitted or top-dose-only effect, or another doubt; inactive = no such curve, though single readings can be large; an effect the other way counts as inactive or inconclusive. The list is partial. The share of hits here may be higher or lower than overall.

SMILES | EPAC2 ag | A549 tox | EPAC2 antagonist | pAkt inh | TGFb SMAD3 inh | Nrf2 activator | MmCpn inh | Nrf2 inh | CCT chaperon mod
CC(NC(=O)C(C)(C)C)c1nc2ccccc2n1C (stereo not given) | -1% | 0% | 21% | i | 5% | 0.1% | 1% | -3% | 2.0
COc1cc(/C=N/N=C(/N)c2nonc2N)cc(Br)c1OCc1ccccc1C | 9% | -13% | 2% | i | ? | 0.4% | -1% | ? | 2.3
COC(=O)[C@@H](Cc1ccccc1)NS(=O)(=O)N[C@H](Cc1ccccc1)C(=O)OC | 5% | 7% | -2% | i | -12% | 0.2% | . | -3% | 2.0
C=CCSc1nnc2c(n1)OC(c1cccnc1)Nc1ccccc1-2 (stereo not given) | -2% | -12% | 1% | i | -6% | 3.2% | -2% | 19% | 0.2
CC1CCCC(C)N1C(=O)CSc1nnnn1Cc1ccccc1 (stereo not given) | -1% | -15% | 5% | i | 5% | -0.5% | 1% | -16% | 1.7
O=C1CCCN1CCCNc1ncnc2sccc12 | -1% | -2% | 0% | i | -5% | -0.3% | 1% | -15% | -1.1
CN(C)S(=O)(=O)Nc1ccc(C(=O)O)cc1 | 11% | -4% | 9% | . | -5% | -1.0% | -1% | -6% | 1.3
Nc1ccc2c(c1)C(=O)c1ccc(Br)cc1-2 | 14% | 0% | -18% | i | -3% | 9.2% | . | 3% | -0.5
COc1ccc2c(c1)c(C(=O)N/N=C/c1ccc(Cl)cc1)c(C)n2C | 4% | -5% | -5% | i | 0% | -0.4% | -2% | ? | 0.3
COc1ccc(NC(=O)NNC(=O)C(O)(c2ccccc2)c2ccccc2)cc1 | 11% | 1% | -10% | i | -5% | 0.1% | -3% | 3% | -0.7
CN1CCN(CCCNC(=O)CCCOc2cc(=O)n(C)c3ccccc23)CC1 | 3% | 1% | 10%[57.1 µM] | i | -11% | 4.2% | 1% | -5% | 1.5
Cc1ccc(NC(=S)N(Cc2cccc(Br)c2)CC2CCC(C(=O)O)CC2)cc1Cl (stereo not given) | -7% | -2% | ? | i | -28% | 0.3% | 0% | -9% | 0.9
CCOc1cc(C(=O)NCC(=O)N/N=C/c2sccc2C)cc(OCC)c1OCC | 12% | 3% | 6% | i | 8% | -0.8% | 1% | 0% | -3.3
O=C(Nc1nc(-c2cc3ccccc3oc2=O)cs1)c1ccco1 | ? | -9% | -27% | i | -30% | 11% | -2% | -23% | -1.2
CCOC(=O)c1nn(-c2ccc(F)cc2)c(-c2ccccc2)c1C(=O)c1ccccc1 | 0%[15.6 µM] | -14% | 1% | . | -23% | 6.2% | 0% | ? | -2.0

6 compounds from above with just pAkt inh, Nrf2 activator and A549 tox:
SMILES	pAkt inh	Nrf2 activator	A549 tox
CC1CCCC(C)N1C(=O)CSc1nnnn1Cc1ccccc1 (stereo not given)	i	-0.5%	-15%
O=C1CCCN1CCCNc1ncnc2sccc12	i	-0.3%	-2%
CN(C)S(=O)(=O)Nc1ccc(C(=O)O)cc1	.	-1.0%	-4%
Nc1ccc2c(c1)C(=O)c1ccc(Br)cc1-2	i	9.2%	0%
COc1ccc2c(c1)c(C(=O)N/N=C/c1ccc(Cl)cc1)c(C)n2C	i	-0.4%	-5%
COc1ccc(NC(=O)NNC(=O)C(O)(c2ccccc2)c2ccccc2)cc1	i	0.1%	1%

(further entries)
SMILES | EPAC2 ag | A549 tox | EPAC2 antagonist | pAkt inh | TGFb SMAD3 inh | Nrf2 activator | MmCpn inh | Nrf2 inh | CCT chaperon mod
O=S(=O)(Nc1cc(S(=O)(=O)N2CCOCC2)ccc1NCC1CCCO1)c1ccc(F)cc1 (stereo not given) | 9% | 0% | 7% | i | -1% | -0.3% | 0% | 2% | -1.3
Cc1ccccc1NC(=O)Cc1nc(COC(=O)c2cccc([N+](=O)[O-])c2)cs1 | -1% | -1% | 1% | i | 0% | 0.2% | -1% | 23% | 1.1
CC(=O)n1cc(/C=N/NC(=O)c2ccc(Cl)cc2)c2ccccc21 | -3% | -3% | 4% | i | -2% | 7.2% | 2% | 25% | 0.5
COc1ccc(OC)c2[nH]c(C(=O)N/N=C/c3ccccc3O)cc12 | 8% | -4% | 4% | i | ? | -1.2% | -17% | -25% | -1.6
CNC(=O)C(=O)NCC1CCCN1S(=O)(=O)c1cccs1 (stereo not given) | 8% | 0% | 6% | i | ? | -0.6% | 0% | 5% | 0.2
CCc1cccc(C)c1NC(=O)Cn1c(=O)cc(C)c2c(C)nn(-c3cccc(F)c3)c21 | . | 10% | . | . | -3% | -1.0% | . | ? | .
CCN(CC(=O)Nc1c(F)cccc1F)C(=O)Cc1ccc2c(c1)CCC2 | 7% | 16% | -5% | i | 1% | -0.4% | 1% | ? | 2.1
COc1ccc(-c2cn(-c3ccccc3)nc2C(=O)O)cc1OC | 9% | 6% | 1% | i | 0% | -0.6% | 0% | -28% | 0.6
CC(C)c1nnc(NC(=O)C2CCN(C(=O)Nc3ccccc3)CC2)s1 | 2% | -5% | -3% | i | 8% | -0.3% | 1% | -18% | -1.0
Cc1ccc(S(=O)(=O)N2CCOCC2)cc1C(=O)NC1CCSc2ccccc21 (stereo not given) | 5% | 2% | -1% | i | 0% | 0.6% | 2% | -6% | -3.1
CCOc1ccc(N2C(=O)CC(NCC#N)C2=O)cc1 (stereo not given) | 21% | 3% | 15% | i | -17% | -1.1% | 0% | 12% | -1.3
Fc1ccccc1-n1c(-c2ccc3ccccc3n2)n[nH]c1=S | 9% | -1% | 2% | i | -3% | 5.9% | 0% | 13% | -1.2
CC1(c2nnc(-c3ccc(Cl)cc3)o2)CC(c2c(Cl)cccc2Cl)=NO1 (stereo not given) | 9% | -2% | 4% | i | -24% | -1.0% | 0% | -12% | 1.0
O=C(Nc1nc2c(F)cccc2s1)c1ccco1 | -4% | 1% | -2% | i | -12% | 7.1µM* | ? | ? | 3.4
O=C(c1cccc(Cl)c1)N1CCC(c2nc3ccccc3[nH]2)CC1 | 5% | 0% | 4% | i | -2% | -0.4% | 1% | 7% | -1.8
O=C(Nc1ccc(OC(F)(F)F)cc1)c1ccc(S(=O)(=O)N2CCOCC2)o1 | 10% | 3% | -8% | i | -9% | -0.7% | -2% | 6% | 0.0
O=C(O)CSc1c(O)c2ccccc2[nH]c1=O | 6% | -4% | -2%[57.1 µM] | i | -3% | -0.4% | -3% | -8% | 0.1
Cc1cccc2cc(CNCc3ccccc3)c(Cl)nc12 | 12% | 0% | ? | i | 4% | 5.1% | 2% | -15% | -0.7
COc1ccc(CCNC(=O)c2ccc(CNc3c(N4CCOCC4)c(=O)c3=O)cc2)cc1OC | 15% | 11% | 2% | i | 11% | 0.1% | -4% | . | 0.9
Cc1ccc(-c2csc3ncnc(N4CCN(S(=O)(=O)c5cccs5)CC4)c23)cc1 | 11% | -1% | -3% | i | -9% | 0.2% | -4% | ? | -0.9
O=C(NCc1ccc2c(c1)OCO2)c1ccc(Cl)c(S(=O)(=O)N2CCOCC2)c1 | 9% | 20% | 1% | i | 1% | 0.2% | 1% | 2% | -6.1
O=C(COc1ccc2ccccc2c1Br)N1CCOCC1 | 7% | 5% | 8% | i | -1% | -0.4% | 0% | 12% | -0.4
COc1ccccc1/C=N/NC(=O)CCn1cnc2ccccc21 | 13% | 4% | 11% | i | 2% | 1.9% | 1% | 10% | -3.9
CCOC(=O)C1=C[C@@H](C(C)(C)C)N(S(=O)(=O)c2ccc([N+](=O)[O-])cc2)[C@H]1c1ccccc1 | 11% | . | 3% | i | ? | 3.9% | . | . | -0.4
O=C(NCc1ccncc1)C1CCCN(S(=O)(=O)c2cc(Cl)ccc2Cl)C1 (stereo not given) | 2% | -7% | 0% | i | -21% | 0.3% | 2% | ? | -2.3
CN(Cc1ccccc1)S(=O)(=O)c1ccc(NC(=S)NC(=O)C2CCCC2)cc1 | 11% | -15% | -1% | . | -6% | -0.5% | -5% | . | -3.9
C[C@@H]1CCC[C@H](C)N1NC(=O)c1ccc(Cl)c(S(N)(=O)=O)c1 | 2% | -1% | 19% | i | 7% | -1.3% | 3% | -7% | -1.8
Cc1cccc(NC(=O)/C(C#N)=C/c2ccco2)c1 | . | 3% | . | . | -4% | ? | . | 13% | .
O=[N+]([O-])c1cc(S(=O)(=O)N2CCCCC2)ccc1NCCCN1CCOCC1 | 10% | -13% | 1% | i | -19% | 0.0% | 2% | -6% | 0.6
COC(=O)c1ccc(OC)c(Cn2c(=O)n(C)c(=O)c3ccccc32)c1 | 10% | 6% | -4% | i | 3% | -0.4% | -3% | -9% | -1.0
COC(=O)c1cccc(CN2C(=O)SC(Nc3ccccc3)C2=O)c1 (stereo not given) | 11% | -2% | -10% | i | -4% | -0.2% | 0% | -1% | -1.9
CN1CCC(OC(=O)c2cc3cc(Cl)cc(Cl)c3oc2=O)CC1 | 4% | 7% | -16% | i | -22% | ? | 3% | ? | 0.7
CCOC(=O)CSc1nnc(NC(=O)c2cccc(S(=O)(=O)N3CCCCCC3)c2)s1 | 1% | -3% | 6% | i | -7% | -1.6% | 0% | . | -1.0

One compound at a time (already shown).
Profile of `Cc1cccc(NC(=O)/C(C#N)=C/c2ccco2)c1` : EPAC2 ag = .; A549 tox = 3%; EPAC2 antagonist = .; pAkt inh = .; TGFb SMAD3 inh = -4%; Nrf2 activator = ?; MmCpn inh = .; Nrf2 inh = 13%; CCT chaperon mod = .
Profile of `O=C(NCc1ccncc1)C1CCCN(S(=O)(=O)c2cc(Cl)ccc2Cl)C1` (stereo not given) : EPAC2 ag = 2%; A549 tox = -7%; EPAC2 antagonist = 0%; pAkt inh = i; TGFb SMAD3 inh = -21%; Nrf2 activator = 0.3%; MmCpn inh = 2%; Nrf2 inh = ?; CCT chaperon mod = -2.3

Screening data from PubChem BioAssay.
